Assay outcomes deposited in PubChem by The Scripps Research Institute Molecular Screening Center.
OX1R antag-1: antagonists of human orexin 1 receptor (OX1R). Orexin/Hypocretin receptor type 1 (Homo sapiens), O43613. OX1R-expressing cells, FRET antagonist read-out. inhibition, % at 6.6 µM. hit rate 1.8% among 330,000. AID 485270, 2010; in the data active means inhibition mostly above about 38%, no sharp cut-off; inactive means mostly below about 40%;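 further: 0% = agonist challenge alone and 100% = reference antagonist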
Target sequence (O43613 whole entry, looked up): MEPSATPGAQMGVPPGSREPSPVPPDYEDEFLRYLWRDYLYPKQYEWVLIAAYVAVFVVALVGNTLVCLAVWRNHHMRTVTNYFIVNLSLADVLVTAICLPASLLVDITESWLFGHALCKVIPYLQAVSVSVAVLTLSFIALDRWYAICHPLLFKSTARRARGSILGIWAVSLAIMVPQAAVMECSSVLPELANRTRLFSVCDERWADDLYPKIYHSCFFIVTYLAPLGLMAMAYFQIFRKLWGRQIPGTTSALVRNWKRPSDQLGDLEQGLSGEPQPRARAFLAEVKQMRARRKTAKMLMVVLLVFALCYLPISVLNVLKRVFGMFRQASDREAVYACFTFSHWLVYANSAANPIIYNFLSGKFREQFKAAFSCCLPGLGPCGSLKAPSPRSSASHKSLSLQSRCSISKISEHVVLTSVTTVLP
OX1R antag-2: OX1R (HCRTR1) antagonists, primary screen, fluorescence, CHO/OX1R cells, Fluo-8 calcium, orexin A | Orexin/Hypocretin receptor type 1 (Homo sapiens), O43613 | Fluo-8 calcium fluorescence | inhibition, % at 5 µM | hit rate 0.43% among 330,000 | AID 434989, 2010;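 active means inhibition above its plate's threshold, mean inhibition of all tested compounds on the plate plus 3 SD, cut at about 37% in these data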;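 further: 0% = orexin A challenge wells and 100% = SB-334867-A antagonist wells; not every result past the cut was called active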
* = called active by the depositor.

SMILES | OX1R antag-1 | OX1R antag-2
O=C(Nc1ccccc1)c1ccc(N2CCN(c3ccccc3)CC2)c(S(=O)(=O)N2CCOCC2)c1 | 6 | -15
N#Cc1ccc(C(=O)Nc2nc(SCc3ccc(Cl)cc3)n[nH]2)cc1 | 22 | -7
CCOc1cc(-c2cn(S(=O)(=O)c3cccc4nsnc34)nc2N)cc(OCC)c1OCC | 23 | -23
Cc1cc(=O)n2[nH]c(-c3ccccc3)cc2n1 | 30 | -25
COc1ccccc1[C@@H]1C(c2ccccc2)=NN(c2ccccc2)[C@H]1C(=O)N1CCOC1=O | 8 | -9
COc1ccc(C)cc1NC(=O)C(OC(=O)CNC(=O)c1ccc(Br)cc1)c1ccccc1 (centres undefined) | 4 | -18
Cc1cc(C)n(CCCNC(=O)CN(C)S(=O)(=O)c2ccc(Cl)cc2)n1 | 18 | -23
CCS(=O)(=O)c1ccc2oc(SCC(=O)c3c(N)n(C4CC4)c(=O)[nH]c3=O)nc2c1 | 10 | -3
CCN(CC)CCN(C(=O)/C=C/c1cccs1)c1nc2ccc(Cl)cc2s1 | 10 | -30
COc1ccc(OC)c2[nH]c(=O)c(CCNC(C)=O)cc12 | 8 | -1
Clc1cccc(CN2CCCCCCC2)c1Cl | 15 | -22
COC(c1ccc(Cl)cc1)(c1ccc(Cl)cc1)C(Oc1nccc(C)n1)C(=O)O (centres undefined) | 14 | -13
Cc1csc(NC(=O)c2cc(C)nc3ccccc23)n1 | 16 | -23
CC(C)Cc1nnc(NC(=O)CN2C(=O)C3CCCCC3C2=O)s1 (centres undefined) | 24 | -8
Cc1ccc(-c2csc(-c3c[nH]c4ccccc34)n2)c(C)c1 | 20 | -19
CCCN1Cc2cccc(C(=O)NC3CCCC3)c2C1=O | 26 | -13
CCn1c(=NC(=O)c2cccc(N3C(=O)CCC3=O)c2)sc2c(C)ccc(OC)c21 | 16 | -17
CC(C)c1onc(C(=O)N2CCN(c3ccc(F)cc3)CC2)c1[N+](=O)[O-] | 4 | -14
COc1ccc(NC(=O)CN(c2ccc(C)cc2)S(=O)(=O)c2c(C)nn(C)c2C)cc1 | 2 | -18
CC1CCC(N2CCN(S(C)(=O)=O)CC2)CC1 (centres undefined) | 3 | -8
CCc1noc(C)c1C(=O)OCC(=O)NC(=O)c1ccccc1OC | 27 | -13
CCN(CC)CCCNC(=O)Cn1ccc2ccccc2c1=O | -3 | -8
CCCCNCCOCCOc1ccc(F)cc1 | 16 | 2
O=C(N/N=C/c1cccnc1)c1cccc(S(=O)(=O)N2CCCC2)c1 | 33 | -11
CN(C)c1nc(OCCNC(=O)Nc2ccc(Cl)cc2)nc(N(C)C)n1 | 19 | -25
Going on with the list:
SMILES | OX1R antag-1 | OX1R antag-2
O=C(c1ccc2c(c1)N(Cc1cccc(Cl)c1)C(=O)c1ccccc1S2(=O)=O)N1CCN(c2ccccn2)CC1 | 9 | -19
O=C(NNC(=O)c1ccccc1F)c1cccc(S(=O)(=O)N2CCc3ccccc32)c1 | 12 | 9
Cc1ccc(SCC(=O)OCC(=O)N(C)CC(=O)Nc2ccc(F)cc2)cc1C | 17 | -26
Cc1c(NC(=O)c2ccc(Br)o2)c(=O)n(-c2ccccc2)n1C | 13 | 4
COCCNC(=O)CN(C(=O)CCC(=O)Nc1ccccn1)c1ccc(F)c(Cl)c1 | 11 | -11
CCN(CC)CCNC(=O)c1ccc(N2CCCCC2)c(NS(=O)(=O)c2ccc(C)cc2)c1 | -2 | -37
COc1ccc(CCN2CC(C(=O)NCCc3ccc(C(F)(F)F)cc3)CCC2=O)cc1 (centres undefined) | 10 | -16
CC/C(=N\NC(=O)Nc1ccccc1)c1ccccc1 | 7 | -7
Cc1ccc2[nH]cc(CCNC(=O)/C=C/c3ccco3)c2c1 | 20 | -34
Cc1ccc(C(=O)Nc2nc(-c3cc(Cl)sc3Cl)cs2)cc1 | 19 | -27
Cc1ccccc1C(=O)NCc1nnc(SCC(=O)N2c3ccccc3Sc3ccccc32)n1C | 18 | -23
CC(C)N1CC(C(=O)Nc2ccc(C#N)cc2)CC1=O (centres undefined) | 6 | -15
COc1ccc(N(C(=O)c2ccncc2)S(=O)(=O)c2ccc3c4c(cccc24)C(=O)N3C)cc1 | 11 | -15
Cn1c[n+](C)cc1-c1ccc(/C(N)=N/O)cc1 | 18 | -6
CC(C)(C)OC(=O)N[C@@H](Cc1ccccc1)c1nnc(S(=O)(=O)Cc2ccccc2)o1 | 20 | 30
CCOC(=O)c1c(N=CN(C)C)c(C#N)n2c1CCC2 | 4 | -11
O=C(COC(=O)c1ccc([N+](=O)[O-])o1)Nc1ccc(Br)cc1F | 28* | -7
CC(C)CC(=O)NC(=S)Nc1ccc(N2CCN(C(=O)c3cccs3)CC2)cc1 | 21 | 36
COc1ccc(N(CC(=O)Nc2cc(Cl)ccc2OC)S(=O)(=O)c2c(C)[nH]c(=O)[nH]c2=O)cc1 | 14 | -14
C/C(CC(=O)Nc1ccc(N(C)C)cc1)=N\NC(=O)C(=O)NCc1ccccc1 | 30 | -33
NC(=O)NCc1ccc(C(=O)OCc2ccncc2)cc1 | 19 | -7
N=c1c(C(=O)NCc2ccccc2)cc2c(=O)n3ccccc3nc2n1CCCN1CCOCC1 | 45* | -12
Cc1ccc(C(=O)Nc2nc3nc(-c4ccccc4)cc(=O)n3[nH]2)cc1 | 21 | -1
COc1cc(Cl)c(C)cc1NC(=O)c1ccccc1NC(=O)CN1CCOCC1 | 18 | -44
O=C(NC1CCCCCC1)c1ccc(CS(=O)(=O)Cc2ccc(F)cc2)o1 | 2 | -32

OX1R antag-1: what is marked active above
SMILES | OX1R antag-1 | OX1R antag-2
O=C(COC(=O)c1ccc([N+](=O)[O-])o1)Nc1ccc(Br)cc1F | 28* | -7
N=c1c(C(=O)NCc2ccccc2)cc2c(=O)n3ccccc3nc2n1CCCN1CCOCC1 | 45* | -12

Remaining list, next part.
SMILES | OX1R antag-1 | OX1R antag-2
COc1ccccc1C(=O)NCc1n[nH]c(=S)n1Cc1ccccc1 | 3 | -28
O=C(COC(=O)CCC(=O)c1cccs1)NCCc1ccccc1 | 4 | 3
CC(NC(=O)c1ccc(C23CC4CC(CC(C4)C2)C3)cc1)C(=O)O (centres undefined) | 10 | 3
O=C(NCc1cccc(C(F)(F)F)c1)c1cccc2c1C(=O)c1ccc(N3CCC(Cc4ccccc4)CC3)cc1S2(=O)=O | 6 | 49
O=S(=O)(c1cccc(-c2nnc(-c3cccnc3)o2)c1)N1CCCCC1 | 11 | -25
CN1CCN(/C=C2\SC(=S)NC2=O)CC1 | 29 | 8
O=C(COC(=O)COc1ccc(Cl)cc1Br)NCCC1=CCCCC1 | 9 | -19
O=C1[C@@H]2CSCN2C(=O)CN1CCc1cccc(F)c1 | 9 | -6
CCOC(=O)CSc1nc(C)c(C(=O)OCC)s1 | 12 | -17
Cc1cc(=O)[nH]c(=S)[nH]1 | 31 | 9
NC(=O)c1noc(C(=O)N(CC(=O)NC2CCCC2)Cc2ccc3c(c2)OCO3)c1N | 78 | 3
CCOC(=O)Cn1nc(-c2ccc(Cl)cc2)cc1N | 10 | -2
CC1CCc2nc(N)c(C#N)c(-c3cccnc3)c2C1 (centres undefined) | 16 | -35
Cc1ccc(NC(=O)CSc2nnc(-c3cnccn3)n2C)cc1C | -7 | -3
Nn1c(SCC(=O)NCCc2ccc(S(N)(=O)=O)cc2)nnc1C1CCCCC1 | 0 | -17
CCN(CC1CCCO1)C(=O)c1cc(COc2ccccc2SC)on1 (centres undefined) | 7 | -16
O=C(Nc1cccc(F)c1)c1cc(S(=O)(=O)N2CCC3(CC2)OCCO3)ccc1F | 10 | -3
CCOC(=O)c1ccc(S(=O)(=O)N2CCC(C(=O)NCC3CCCCC3)CC2)cc1 | 2 | -13
CC(C)(C)C(=O)NC(=S)NCc1ccccc1 | 27 | -10
CC(C)(C)c1ccc(OCC(=O)NNC(=O)CCc2ccccc2)cc1 | 10 | -8
O=C(CCCC(=O)N(CC(=O)NC1CCCC1)Cc1ccc(F)cc1)Nc1ccccn1 | 28 | -34
CCOc1ccc(S(=O)(=O)n2ccnc2)c2ccccc12 | 15 | -27
Cc1ccc(N(C(=O)c2csnn2)C(C(=O)NC2CCCCC2)c2ccccn2)cc1 (centres undefined) | 15 | -14
S=C(N/N=C/c1ccc2c(c1)OCO2)NC1CC2CCC1C2 (centres undefined) | 3 | -25
CC(=O)c1ccc(S(=O)(=O)Nc2ccc(C(=O)N(C)CC(=O)Nc3cccc(C)c3C)cc2)cc1 | -4 | 0
The list goes on.
SMILES | OX1R antag-1 | OX1R antag-2
COc1ccc(Nc2oc(-c3ccc(F)cc3)nc2C#N)cc1 | 39 | -25
CCn1c(SCC(=O)N2CCCCCC2)nc2c(c1=O)SCC2 | 12 | -31
COc1ccc(NC(=O)CCCN(C)S(=O)(=O)c2ccc(C)cc2)cc1 | 28 | -7
C=CCN1C(=O)C(CC(=O)O)SC1=Nc1cccc([N+](=O)[O-])c1 (centres undefined) | 37 | -8
O=C1CN(C(=O)c2c(F)cccc2F)C(c2ccccc2)c2cc(Br)ccc2N1 (centres undefined) | -1 | -28
Cc1ccc(NC(=O)c2cc(-c3ccc4c(c3)OCO4)on2)cc1C | 15 | 3
O=C1NC(c2ccccc2)=C(c2ccc3ccccc3n2)C(c2ccncc2)N1 (centres undefined) | 13 | -33
COCCNc1nc2sc3c(c2c(=O)n1Cc1ccco1)CCCCC3 | 10 | -32
Cn1c(=O)[nH]c(=O)c2c1nc(N1CCOCC1)n2CC(O)COc1ccc2ccccc2c1 (centres undefined) | 30 | -30
Cc1ccc(N(C)S(=O)(=O)c2ccc3c(c2)CC(C)N3C(=O)C2CC2)cc1 (centres undefined) | 4 | -29
O=C(NCCN1C(=O)CCC1=O)c1ccncc1 | 28 | 10
O=C(CNC(=O)c1[nH]cnc1C(=O)N[C@@H](Cc1ccccc1)C(=O)OCc1ccccc1)OCc1ccccc1 | -8 | 20
CCCn1cnnc1CNC(=O)C1CCC(=O)N(CCc2ccc(OC)cc2)C1 (centres undefined) | 7 | -3
Cc1cc(C(F)(F)Cl)n2ncc(-c3ccccn3)c2n1 | 13 | -9
COc1cccc(CNC(=O)CN(C)S(=O)(=O)c2ccc3c(c2)c(=O)n(C)c(=O)n3C)c1 | -1 | -10
COC(=O)c1cscc1S(=O)(=O)Cc1ccccc1 | 10 | -7
O=C(Nc1ccccc1Cl)NC1(C(=O)NCC2CCCO2)CCCCC1 (centres undefined) | 15 | -2
O=C(CCc1ccc(S(=O)(=O)N2CCOCC2)cc1)Nc1c(F)cccc1F | 3 | -2
CC(=O)NC(C)(CC(=O)c1ccccc1)c1ccccc1 (centres undefined) | 15 | -14
CN(C)c1ccc(/C=N/N(Cc2ccccc2)c2ccccc2)cc1 | 0 | -18
COC(=O)c1ccccc1Oc1cc(C(F)(F)F)nc(-c2ccccn2)n1 | 21 | -14
CCNc1ccc(S(=O)(=O)C(F)(F)F)cc1NC(=O)C12CCC(CC1)C2 | 9 | -3
C=CCn1c(SC(C)CC)nc(O)cc1=O (centres undefined) | 4 | -7
CSc1cc(-c2ccc(Cl)cc2)n(Cc2ccccc2)c(=O)c1C#N | 18 | -16
O=C(C1=C[C@H](c2ccccc2)C[C@H](OCCCCO)O1)N1CCN(Cc2ccccc2)CC1 | 38 | -16

As a working copy, some entries already given.
SMILES | OX1R antag-1 | OX1R antag-2
C=CCn1c(SC(C)CC)nc(O)cc1=O (centres undefined) | 4 | -7
CSc1cc(-c2ccc(Cl)cc2)n(Cc2ccccc2)c(=O)c1C#N | 18 | -16
O=C(C1=C[C@H](c2ccccc2)C[C@H](OCCCCO)O1)N1CCN(Cc2ccccc2)CC1 | 38 | -16

Four of the entries above in order of their number in OX1R antag-2, smallest number first.
SMILES | OX1R antag-1 | OX1R antag-2
CC1CCC(N2CCN(S(C)(=O)=O)CC2)CC1 (centres undefined) | 3 | -8
Cc1ccc(NC(=O)CSc2nnc(-c3cnccn3)n2C)cc1C | -7 | -3
NC(=O)c1noc(C(=O)N(CC(=O)NC2CCCC2)Cc2ccc3c(c2)OCO3)c1N | 78 | 3
Cc1cc(=O)[nH]c(=S)[nH]1 | 31 | 9

(further entries)
SMILES | OX1R antag-1 | OX1R antag-2
Cc1ccccc1C(=O)NCCSc1ccccc1 | 11 | -7
O=C(Nc1ccc(N2CCOCC2)cc1)c1ccc(COc2ccccc2)cc1 | 8 | 3
COC(=O)c1sc2ccccc2c1NC(=O)c1ccc(S(=O)(=O)N2CCCC(C)C2)cc1 (centres undefined) | -1 | -4
COc1ccc2[nH]c3c(=O)n(CCN4CCOCC4)cnc3c2c1 | 14 | -12
CC(=O)Nc1ccc(C2=CC(=O)CC(C)(C)C2)cc1 | 26 | -12
CCOC(=O)c1cc(C(=O)OCC)cc(-n2c(C)cc(C(=O)CN3CCOCC3)c2C)c1 | 13 | -9
Cc1ccc2[nH]c3c(c2c1)CN(C(C)C)CC3 | 13 | -12
Cc1cccc(NC(=O)C(=O)NCc2ccccn2)c1 | 8 | -7
CCCCCc1c(O)nc(SCCN(CC)CC)[nH]c1=O | 20 | -14
C[C@H](CO)N1C[C@H](C)[C@@H](CN(C)Cc2ccc(-c3ccccc3)cc2)Oc2c(NC(=O)Nc3ccc(C(F)(F)F)cc3)cccc2C1=O | 13 | -7
CC(C)(C)c1ccc(C(=O)NNc2ccc(F)cc2F)cc1 | 8 | -12
O=C(C[n+]1ccc(-c2nnc3n2CCC3)cc1)c1ccc(Cl)cc1 | 58 | 1
Cc1nc2nc(C)c(NS(=O)(=O)c3ccc(Cl)s3)c(=O)n2[nH]1 | 1 | -1
O=S(=O)(c1cnc[nH]1)N1CCc2ccccc21 | 12 | -7
O=C(O)C1CCN(C(=O)CSc2nnc(-c3ccccc3)o2)CC1 | -1 | -2
C=CCNc1nc2c(c(=O)[nH]c(=O)n2C)n1CCCCC | 8 | -26
Cc1ccccc1NS(=O)(=O)c1ccc(C(=O)NCCCN2CCCC2=O)cc1 | 14 | 1
